Assay outcomes from PubChem BioAssay.
West Nile antiviral – West Nile virus antiviral activity, cell-based, CPE readout (AID 1621); West Nile virus-infected cells, CPE inhibition; higher % means a stronger effect; one-dose CPE inhibition, % at 10 µM; IC50 in µM for titrated hits; 0.02% of 290,000 active; in the data active = a potency from the dose series; also: strong numbers were not always called active
GPR55 antagonists – GPR55 antagonists blocking LPI-driven arrestin recruitment, primary screen, imaging, U2OS, beta-arrestin-GFP, LPI agonist (AID 2013); one-dose inhibition, % at 10 µM; IC50 in µM for titrated hits; U2OS GPR55 beta-arrestin-GFP translocation imaging, LPI antagonism; higher % means a stronger effect; 0.13% of 290,000 active;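 active = spots per cell inhibited over 60%, with over 100 cells counted and total cytoplasm intensity under 500,000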;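 also: U2OS cells stably carrying GPR55 and arrestin-GFP stimulated by 5 µM LPI near EC80; imaged beta-arrestin-GFP aggregate spots per cell after agonist stimulation; plate controls were LPI-stimulated DMSO wells for no effect and DMSO wells without LPI for full effect; some results filed as inactive read as strong as hits; confirmed hits need IC50 under 10 µM and bright autofluorescent wells are also inconclusive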
Salmonella PhoP GFP – inhibitors of PhoP regulon expression, primary screen, Salmonella Typhimurium, GFP reporter (AID 1863); S. Typhimurium PhoP-regulated promoter GFP reporter, 4 h; higher % means a stronger effect; inhibition, % at 50 µM; hits with a dose series show IC50 in µM; 0.16% of 300,000 active;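 active = inhibition over 29.93%, a cutoff 3 SD above the screen mean, later confirmed by dose response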;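 also: 0% = low Mg2+ inducing control and 100% = high Mg2+ repressing control; strong numbers were not always called active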
GPR55 activation – GPR55 agonists via beta-arrestin recruitment, primary screen, imaging, U2OS cells, beta-arrestin-GFP redistribution (AID 1961) | one-dose activation, % at 10 µM; EC50 in µM for titrated hits | 0.048% of 290,000 active | U2OS GPR55 beta-arrestin-GFP redistribution imaging; higher % means a stronger effect;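 active = activation above 40% with more than 50 cells counted in the well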;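 also: U2OS osteosarcoma cells stably expressing GPR55 and beta-arrestin-GFP; plate controls were DMSO negative control for no effect and LPI positive control for full effect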
KOR beta-arrestin-1 – KOR antagonists, beta-arrestin recruitment, cell-based, luminescence, uHTS (AID 1778); Kappa-type opioid receptor (Homo sapiens); KOR beta-arrestin recruitment, luminescence, antagonist mode; higher % means a stronger effect; inhibition, % at 10 µM; hits with a dose series show IC50 in µM; 0.091% of 290,000 active; in the data active = inhibition above about 50%; also: strong numbers were not always called active
KOR beta-arrestin-2 – KOR agonists, beta-arrestin recruitment, primary screen, cell-based, luminescence, uHTS (AID 1777); Kappa-type opioid receptor (Homo sapiens); KOR beta-arrestin recruitment, luminescence; higher % means a stronger effect; 0.02% of 280,000 active; activation, % at 10 µM, or EC50 in µM where a hit was titrated; in the data active = activation above about 50%, passing the limit was not always enough; also: a part of the inactive calls stands beside numbers as strong as those of hits
NTR1 agonist – agonists of NTR1, primary screen, imaging, U2OS cells, beta-arrestin-GFP, high content (AID 493036); Neurotensin receptor type 1 (Homo sapiens), P30989; NTR1-U2OS beta-arrestin-GFP spot imaging, agonist mode; activation, % at 20 µM; 0.17% of 330,000 active;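 active = activation at or above 40% of the spot to cytoplasm intensity ratio, with at least 20 cells analyzed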;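 also: 0% = DMSO without peptide and 100% = 100 nM NTR1 peptide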
Target sequence (P30989 whole entry, looked up): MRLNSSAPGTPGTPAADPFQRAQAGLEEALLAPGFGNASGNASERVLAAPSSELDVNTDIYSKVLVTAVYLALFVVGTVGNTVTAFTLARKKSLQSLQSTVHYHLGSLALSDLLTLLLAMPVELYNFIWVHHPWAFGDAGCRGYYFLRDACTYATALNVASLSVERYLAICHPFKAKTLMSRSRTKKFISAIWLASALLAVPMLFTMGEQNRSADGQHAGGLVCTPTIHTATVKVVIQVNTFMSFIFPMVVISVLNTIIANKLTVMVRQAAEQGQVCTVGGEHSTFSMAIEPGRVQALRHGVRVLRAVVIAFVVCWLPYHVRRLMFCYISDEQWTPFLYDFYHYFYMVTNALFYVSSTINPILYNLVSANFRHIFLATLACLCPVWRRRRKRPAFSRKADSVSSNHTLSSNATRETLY
T cell modulator – modulators of CD8 T cell-vesicle binding, primary screen, mouse 2C CD8+ T cells, flow cytometry | 2C CD8+ T cell-vesicle binding; active compounds read low | calls only at 7 µM | 0.068% of 330,000 active | AID 2052, 2009;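 active = response, share of CD8 T cells binding vesicles, and their 90th percentile fluorescence all below set limits, cut at about 80% in these data, passing the limit was not always enough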
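Test system: purified 2C TCR transgenic mouse naive CD8+ T cells. Probe or stimulus: QL9-peptide-loaded Drosophila micro-vesicles bearing Ld, ICAM-1 and B7-1. Incubation: binding step 1.5 h, 37 °C, antibody labelling 20 min, ice. Measured by: flow cytometry of vesicle-bound cells.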
GPR35 arrestin U2OS – GPR35 antagonists blocking zaprinast-driven arrestin recruitment, primary screen, imaging, U2OS, beta-arrestin-GFP, zaprinast agonist (AID 2058). G-protein coupled receptor 35 (Homo sapiens). U2OS GPR35 beta-arrestin-GFP translocation imaging, zaprinast antagonism; higher % means a stronger effect. 0.052% of 290,000 active. inhibition, % at 10 µM; hits with a dose series show IC50 in µM;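 active = inhibition of at least 50% with at least 30 cells and total cytoplasm GFP at most 10,000,000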
T cell modulator vesicle-bound % – also measured in T cell modulator; calls as there; double positive events, %; measured here: CD8+ vesicle-bound cell fraction;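 binding gate set so that unloaded-vesicle control wells show 10% double positive cells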
NTR1 agonist cell count 20 µM – recorded beside NTR1 agonist, whose call it bears; cell count; measured here: cell count, cytotoxicity flag
* hit, by the source's call; i = inactive; . = not tested or not shown; [ ] = remark or other dose.

Each structure is followed by: West Nile antiviral	GPR55 antagonists	Salmonella PhoP GFP	GPR55 activation	KOR beta-arrestin-1	KOR beta-arrestin-2	NTR1 agonist	NTR1 agonist cell count 20 µM	T cell modulator	T cell modulator vesicle-bound %	GPR35 arrestin U2OS
1	CCOC(=O)N1CCN(S(=O)(=O)c2cccc3nsnc23)CC1
 : -0.1%	8%	-6%	-0.1%	7%	-4.5%	-1.4	47	i	48	0%
2	CCN1CCN(C(c2cccs2)C(C)NC(=S)NC2CCCCC2)CC1 (centres undefined)
 : -0.3%	9%	-6%	0.7%	12%	-5.2%	0.9	65	i	42	-14%
3	COc1cc2c(cc1NC(=O)CN(C)Cc1ccc(OC)c(OC)c1)oc1ccccc12
 : 0.1%	-6%	18%	0.3%	-40%	-1.3%	0.4	93	i	65	-41%
4	CC(=NC1CC1)C1=C(O)c2ccccc2C1=O
 : -1.2%	8%	3%	0.3%	-4%	-7.7%	-4.2	92	i	46	20%
5	Cc1nc(C(=O)N2CCCC(C(=O)c3ccc(Cl)cc3)C2)cs1 (centres undefined)
 : -0.1%	12%	-9%	-0.1%	5%	2.9%	0.9	67	i	56	-9%
6	Cc1nc(-c2cn[nH]c2)c2cc(C)oc2n1
 : 1.4%	-8%	2%	0.2%	-11%	-9.6%	-4.9	77	i	33	8%
7	CCOc1ccccc1N(C(=O)c1snc(C(N)=O)c1N)C(C(=O)NCC1CCCO1)c1ccc2ncccc2c1 (centres undefined)
 : -0.3%	7%	1%	-0.3%	10%	-4.2%	-0.9	59	i	28	1%
8	O=C(Nc1ccc(F)cc1)c1ccccc1
 : 0.8%	10%	6%	-0.2%	2%	-8.4%	0.6	54	i	35	-14%
9	O=C(CCN1C(=O)C2C3C=CC(C4CC34)C2C1=O)Oc1ccccc1 (centres undefined)
 : 0.8%	-25%	-1%	0.0%	12%	-2.3%	0.1	74	i	54	7%
10	CCCCc1nc2sc3c(c2c(=O)n1NC(=O)c1ccco1)CC(C)(C)OC3
 : 0.1%	1%	-8%	0.3%	.	.	1.0	71	i	42	6%
11	O=C(NC(=S)NC1CCCCC1)c1ccccc1[N+](=O)[O-]
 : 0.3%	18%	-1%	0.0%	37%	0.0%	4.5	73	i	9	1%
12	Cc1cccc(Cl)c1NC(=S)NCCc1ccccn1
 : 0.3%	17%	-9%	-0.1%	7%	2.7%	0.4	67	i	53	12%
13	CC(C)(C)NC(=O)COC(=O)/C=C/c1ccccc1[N+](=O)[O-]
 : 0.3%	1%	1%	-0.1%	4%	4.4%	-2.6	77	i	44	-10%
14	O=S(=O)(Nc1ccc(O)c(CN2CCCCC2)c1)c1ccccc1
 : 0.0%	1%	-1%	-0.3%	-13%	-5.0%	-0.3	42	i	32	5%
15	S=C(NCc1ccccc1)NCc1ccc(CNC(=S)NCc2ccccc2)cc1
 : -0.2%	12%	11%	-0.1%	30%	-1.7%	1.9	44	i	44	-4%
16	CN(Cc1ccon1)Cc1cn[nH]c1-c1ccc(-c2ccccc2)cc1
 : -0.2%	.	1%	0.1%	-35%[20 µM]	.	12	81	i	58	-1%
17	Cc1ccc(S(=O)(=O)Cn2nnnc2C(CC(C)C)N2CCN(C)CC2)cc1 (centres undefined)
 : -0.3%	-4%	-5%	-0.1%	-2%	-0.4%	0.9	59	i	59	-1%
18	COc1ccc(/C(O)=C2/C(=O)C(=O)N(Cc3cccnc3)C2c2ccncc2)cc1F (centres undefined)
 : 0.0%	2%	-12%	0.1%	21%	-2.5%	0.7	60	i	47	-8%
19	Cc1c(C)c(C)c(C(=O)c2ccc(NC(=O)c3ccccc3C(=O)O)cc2)c(C)c1C
 : -0.1%	8%	-1%	-0.1%	30%	-3.3%	-0.1	55	i	30	14%
20	CCCC(=O)N1CC2(C)CN(C(=O)CCC)CC(CCC)(C1)C2=O
 : 0.0%	-1%	-7%	-0.2%	1%	0.4%	0.8	31	i	19	8%
21	Clc1ccc(-c2csc(N3CCCCCC3)n2)cc1
 : -0.5%	5%	13%	-0.1%	-16%	4.8%	0.6	63	i	52	5%
22	O=C1CSC(=Nc2ccc(Cl)cc2)N1
 : 1.0%	-3%	-5%	-0.1%	-12%	-2.3%	-0.1	45	i	58	-5%
23	CCOC(=O)c1ccccc1NC(=O)COC
 : 0.4%	7%	18%	0.2%	7%	-1.3%	0.8	70	i	31	-12%
24	O=C(CN1C(=O)NC(Cc2ccccc2)(Cc2ccccc2)C1=O)NCC1CCCCC1
 : .	15%	-4%	0.0%	-2%	1.1%	0.3	80	i	47	-9%
25	Cc1cccc(NC(=O)c2c(C)nn(-c3ccccc3)c2Cl)c1
 : -1.5%	4%	-6%	-0.1%	-17%[20 µM]	-4.0%	-0.6	66	i	37	19%
26	CC(=O)c1c(C)[nH]c(C(=O)N2CCN(C(=O)c3ccco3)CC2)c1C
 : 0.1%	1%	6%	0.2%	31%	-4.6%	-1.2	45	i	24	2%
27	COC(=O)c1ccccc1NC(=O)c1cccc(NC(=O)CSCc2ccccc2)c1C
 : -1.5%	8%	5%	0.6%	1%	23%	1.6	72	i	35	1%
28	CCN1C(=O)N/C(=C/c2ccc(C)o2)C1=O
 : -0.4%	-1%	-18%	-0.3%	17%	2.4%	-1.4	90	i	39	-1%
29	Clc1ccc(Sc2cnc3ccccc3n2)cc1
 : 0.2%	-6%	0%	0.5%	39%	1.2%	1.7	36	i	8	-8%
30	O=[N+]([O-])c1ccc(-c2csc(N3CCCCCC3)n2)cc1
 : 0.0%	-2%	-5%	0.2%	25%	-6.6%	2.8	51	i	68	3%
31	O=C(COc1ccc(/C=N/NC(=O)CSCc2ccc([N+](=O)[O-])cc2)cc1)NCc1ccco1
 : 0.1%	-2%	-1%	-0.4%	8%	6.3%	2.2	46	i	42	-6%
32	NC(=O)C1CCN(Cc2nc(-c3ccccc3)no2)CC1
 : 0.3%	-2%	-4%	-0.2%	21%	-0.1%	0.8	87	i	36	-4%
33	CC(=O)Nc1ccc(-c2csc(Nc3ccc(Cl)cn3)n2)cc1
 : 0.2%	-4%	-2%	-0.4%	-21%	5.1%	14	64	i	47	12%
34	Cc1cc(C(=O)C(=O)N(C)C)c(C)n1-c1ccc(Cl)c(Cl)c1
 : -1.3%	10%	2%	-0.2%	10%	-1.2%	-0.3	76	i	25	19%
35	CCCCOc1ccc2ccccc2c1C=O
 : -0.2%	-8%	12%	-0.1%	-56%	7.3%	4.2	48	i	22	15%
36	CC(NCC(O)COC1CCC(C(C)(C)C)CC1)c1ccccc1 (centres undefined)
 : -1.9%	32%	-3%	0.1%	12%	-3.9%	12	83	i	45	-6%
37	O=C(CSc1nnc(Nc2ccccc2F)s1)c1cc2ccccc2o1
 : -0.3%	-12%	-11%	-0.2%	11%	3.5%	4.0	50	i	48	-2%
38	CC(=O)c1ccc2c3c(cccc13)C(=O)N(CCc1ccccc1)C2=O
 : -0.2%	-4%	1%	-0.2%	-48%	4.9%	3.8	80	i	48	-1%
39	COc1ccc(N(CC(=O)Nc2cc(C)on2)S(=O)(=O)c2cc(C)ccc2C)cc1
 : -1.6%	5%	19%	-0.2%	31%	15%	3.4	62	i	33	12%
40	CCCCCCN(C(=O)CCl)c1ccccc1
 : -0.8%	-6%	-1%	0.3%	-32%	4.4%	2.9	45	i	54	-10%
41	Cc1c(-c2ccccc2)n[nH]c1C(=O)NN
 : 0.7%	5%	-14%	0.0%	-2%	-4.5%	-0.6	83	i	24	2%
42	Cc1cnc(CNC(=O)C2CCC(=O)N(CCc3cccc(F)c3)C2)[nH]1 (centres undefined)
 : 0.1%	7%	-2%	0.4%	-12%	4.4%	-0.1	42	i	16	-22%
43	Cc1ccc(C)c(S(=O)(=O)N2CCCN(C)CC2)c1
 : 0.1%	8%	0%	-0.2%	-86%	5.2%	1.0	39	i	59	-5%
44	O=C1CC(c2ccccc2)NC(=O)N1 (centres undefined)
 : 0.4%	1%	2%	0.2%	10%	-1.3%	-0.8	43	i	32	7%
45	Cc1ccc(-n2c(SCC(=O)NCc3ccco3)nc3nc4c(cc3c2=O)COC(C)(C)C4)cc1
 : 0.1%	-4%	6%	-0.2%	-31%	-1.3%	.	.	.	.	8%
46	Cc1cc2c(cc1S(=O)(=O)Nc1cccc(F)c1)n(C)c(=O)c(=O)n2C
 : 0.2%	-13%	.	-0.3%	4%[20 µM]	-3.6%	-0.8	51	i	51	0%
47	Cc1ccc(CN2CCS(=O)(=O)CC2)o1
 : 0.5%	11%	3%	1.7%	-30%	-3.2%	0.2	54	i	29	8%
48	N=C(N)Cc1ccccc1Sc1ccccc1
 : -1.2%	15%	10%	1.1%	16%	-3.2%	-0.2	67	i	5	2%
49	CC(C)SCc1cc(N2CCCC2)nc(-c2ccccc2)n1
 : -0.6%	6%	-1%	0.1%	32%	-5.9%	1.9	87	i	63	-15%
50	O=C(COC(=O)CCSc1ccccc1)NCc1ccccc1Cl
 : -0.1%	-1%	-4%	-0.1%	0%	3.7%	0.1	66	i	32	-6%
51	COc1ccc(CCNCC(=O)Nc2ccc(C)c(S(=O)(=O)N(C)C)c2)cc1OC
 : -0.3%	-1%	1%	-0.2%	21%	.	1.3	53	i	10	-1%
52	O=C(CN1CCOCC1)NCCC12CC3CC(CC(C3)C1)C2
 : 0.0%	18%	-14%	0.3%	-60%	-1.0%	-1.6	77	i	51	8%
53	Cc1cc(C)nc(SCCC(=O)N(C)C)n1
 : 0.7%	9%	8%	-0.1%	-29%	-7.0%	1.5	75	i	20	-2%
54	CN(C)CCn1c(NC(=O)c2ccc(Cl)cc2)nc2ccccc21
 : -0.2%	-9%	-2%	0.0%	.	.	-0.4	72	i	12	3%
55	CC(OC(=O)C1CC=CCC1C(N)=O)C(Cl)=C(Cl)Cl (centres undefined)
 : 0.1%	6%	-3%	-0.4%	13%	-2.1%	-1.1	75	i	62	-2%
56	O=C(NC1CCSC1)c1cccc(Cl)c1 (centres undefined)
 : 0.2%	0%	-4%	0.3%	-3%	1.5%	2.8	42	i	26	5%
